TrxR1 substrate = substrates of rat thioredoxin reductase 1. purified TrxR1 substrate turnover, NADPH consumption readout. AID 588456. O89049. 390,000 compounds, 0.01% hits. Potency, µM (top dose mostly 114 µM), for inactives: top-dose activity change, negative = substrate turnover; note: % is set by controls: 0 for no effect and ±100 for the full control effect; nearly all actives have a fitted effect of over 50% in size
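Rat TrxR1, dispensed at 90 nM, was prereduced with 400 uM NADPH (final) for 5 min at ~22 deg C, then incubated with compound 15 min before 400 uM selenite. A first-read NADPH fluorescence drop versus no-compound background flagged substrates.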
Vif-APOBEC3F blk = Vif-A3F binding inhibition; HeLa A3F-eYFP + Vif (tagged APOBEC3F with the HIV-1 protein that degrades it), YFP fluorescence increase; Potency, µM (series often up to 46.1 µM), for the others: at the top dose activity, negative = active; 390,000 compounds, 0.2% hits; AID 602313; note: % of control where 0% means no effect; nearly all actives have a fitted effect of over 65% in size
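Fluorescence increase (Ex 488/Em 500-530) after overnight compound treatment at 37 deg C flags inhibition of Vif-driven A3F-eYFP loss in stable HeLa A3F-eYFP/Vif cells seeded overnight beforehand.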
RGS4 inh = inhibitors of human regulator of G protein signaling 4. P49798. Transcreener GDP fluorescence polarization, RGS4-accelerated GTP hydrolysis. Potency, µM (doses to about 114 µM), for the others: at the highest dose activity change, negative = inhibition, actives largely listed as inhibitors. 390,000 compounds, 0.039% hits. AID 504845; note: % is set by controls: 0 for no effect and ±100 for the full control effect; nearly all actives have a fitted effect of over 75% in size; some results filed as inactive show a strong effect at the top dose
Target sequence (P49798 whole entry, looked up): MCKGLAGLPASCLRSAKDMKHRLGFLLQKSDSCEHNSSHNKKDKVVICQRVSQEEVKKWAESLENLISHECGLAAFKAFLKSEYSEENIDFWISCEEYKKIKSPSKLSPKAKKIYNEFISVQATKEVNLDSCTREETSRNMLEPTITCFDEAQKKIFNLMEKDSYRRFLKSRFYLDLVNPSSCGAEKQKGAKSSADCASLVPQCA
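MLSMR compounds (23 nl, pin-transferred) preincubated 10 min at room temperature with a 500nM (2x) first reagent, then RGS4 at 900nM (2x) plus Transcreener GDP mix added; fluorescence polarization (620/688 nm) read before and after 90 min at 30 °C.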
IDH1 R132H inh = inhibitors of human mutant IDH1 R132H; O75874; IDH1-R132H enzyme, NADPH consumption, diaphorase/resazurin fluorescence; Potency, µM (top dose mostly 76.6 µM), for inactives: at the top dose activity change, negative = inhibition, most hits filed as inhibitors; 390,000 compounds, 0.093% hits; AID 602179; note: % is set by controls: 0 for no effect and ±100 for the full control effect; nearly all actives have a fitted effect of over 65% in size
Target sequence (O75874 whole entry R132H, stated change not applied): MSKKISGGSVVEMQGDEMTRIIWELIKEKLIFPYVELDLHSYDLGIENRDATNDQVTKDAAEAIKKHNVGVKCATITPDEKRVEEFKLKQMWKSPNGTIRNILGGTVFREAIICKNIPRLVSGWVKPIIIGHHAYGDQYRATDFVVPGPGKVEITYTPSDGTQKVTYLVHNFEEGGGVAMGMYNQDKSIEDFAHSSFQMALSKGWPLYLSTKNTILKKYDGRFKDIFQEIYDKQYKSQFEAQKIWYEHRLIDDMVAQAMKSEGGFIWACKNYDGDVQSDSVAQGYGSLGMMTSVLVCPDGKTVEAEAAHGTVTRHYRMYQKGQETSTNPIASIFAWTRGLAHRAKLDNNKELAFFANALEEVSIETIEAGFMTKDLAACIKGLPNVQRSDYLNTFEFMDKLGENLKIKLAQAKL
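IDH1-R132H (0.5 ug/mL dispensed) in pH 7.5 Tris buffer was preincubated 30 min with compound, then given a substrate mix of 0.016 mM NADPH and 2 mM alpha-KG for 80 min at room temperature; remaining NADPH was read by diaphorase/resazurin fluorescence.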
12-LOX inh = blocks human arachidonate 12S-lipoxygenase; Potency, µM (highest dose often 108 µM), for the others: at the top dose activity change, negative = inhibition, actives largely listed as inhibitors; P18054; 580,000 compounds, 1.1% hits; purified 12hLO, xylenol orange hydroperoxide absorbance; note: % is set by controls: 0 for no effect and ±100 for the full control effect
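Hydroperoxide product was detected by ferrous iron/xylenol orange as the 573 to 405 nm absorbance ratio. Arachidonic acid at 40 uM (final) was turned over for 30 min at room temperature by 150 nM human 12hLO, pH 7.0 Hepes buffer, after 15 min compound preincubation.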
USP1-UAF1 inh = blocks the human USP1/UAF1 deubiquitinase complex | O94782 | recombinant USP1/UAF1, Ub-Rhodamine cleavage fluorescence | Potency, µM (doses to about 57.1 µM), inactives show at the top dose activity change, negative = inhibition, actives largely listed as inhibitors | 390,000 compounds, 0.23% hits; note: % is set by controls: 0 for no effect and ±100 for the full control effect; nearly all actives have a fitted effect of over 60% in size; inactives centre near -12
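High-throughput fluorogenic screen: 1nM USP1/UAF1 complex, Ub-Rho substrate 150nM final, 50mM HEPES pH 7.8 with 0.5mM EDTA, 0.1 mg/ml BSA, 1mM TCEP and 0.01% Tween-20.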
Vif-A3G inh = inhibitors of Vif-APOBEC3G interaction; Q9HC16; HeLa A3G-eYFP + Vif (tagged APOBEC3G with the HIV-1 protein that degrades it), YFP fluorescence, overnight; Potency, µM (highest dose often 46.1 µM), without a hit: at the top dose activity, negative = active, actives largely listed as inhibitors; 410,000 compounds, 0.076% hits; AID 602310;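 note: % is set by controls: 0 for no effect and ±100 for the full control effect; nearly all actives have a fitted effect of over 60% in size; hits raise eYFP signal because A3G escapes Vif-driven loss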
Target sequence (Q9HC16 whole entry, looked up): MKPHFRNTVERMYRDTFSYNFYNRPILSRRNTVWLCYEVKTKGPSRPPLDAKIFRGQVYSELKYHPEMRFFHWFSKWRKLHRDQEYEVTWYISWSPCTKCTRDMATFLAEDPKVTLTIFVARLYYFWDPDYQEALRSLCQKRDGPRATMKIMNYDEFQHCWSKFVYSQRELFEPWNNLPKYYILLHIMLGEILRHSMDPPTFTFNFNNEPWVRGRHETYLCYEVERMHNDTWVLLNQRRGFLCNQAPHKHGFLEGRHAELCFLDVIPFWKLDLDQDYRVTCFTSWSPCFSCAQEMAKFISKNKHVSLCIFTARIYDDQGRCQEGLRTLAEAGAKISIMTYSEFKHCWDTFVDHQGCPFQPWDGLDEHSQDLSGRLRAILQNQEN
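Read-out is eYFP fluorescence (Ex 488/Em 500-530) from Vif-expressing HeLa A3G-eYFP cells; more signal means A3G escaped Vif-mediated degradation. Cells plated overnight, compound pinned in, incubated overnight at 37 deg C.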
TrxR1 inh = inhibitors of rat thioredoxin reductase 1; AID 588453; recombinant rTrxR1, NADPH fluorescence consumption, selenite substrate; 390,000 compounds, 1% hits; Potency, µM (series often up to 114 µM), for the others: at the highest dose activity change, negative = inhibition, most hits filed as inhibitors; note: % is set by controls: 0 for no effect and ±100 for the full control effect; nearly all actives have a fitted effect of over 65% in size
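Rat TrxR1 (90 nM in the dispensed reagent) was pre-reduced with 400 uM NADPH for 5 min at room temperature, then incubated with compound for 15 min. After 400 uM selenite was added, NADPH fluorescence (Ex 340/Em 450 nm) was followed for 8 min.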
RXFP1 ag = RXFP1 (human) receptor agonism; AID 2676; 370,000 compounds, 0.3% hits; Potency, µM (titrated, usually from 57.5 µM), inactives show at the highest dose activation, most hits filed as activators; Q9HBX9; HEK293T-RXFP1 cAMP TR-FRET, 30 min; response scale: percent of porcine relaxin response, buffer zero; note: % is set by controls: 0 for no effect and ±100 for the full control effect; nearly all actives have a fitted effect of over 60% in size; many of its hits are not listed in these tables
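HEK293 cells stably expressing RXFP1, treated 30 min at 37C with compounds plus PDE4 inhibitor Ro 20174; cAMP measured by HTRF TR-FRET. Normalized to buffer and 29 nM porcine relaxin; EC50 by Hill fit.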
* hit, by the source's call; u = inconclusive; x = not tested or not shown; & = joins results of further samples; [ ] = dose if it differs, or a comment. Calls come from the whole dose curve; as a rule, active = well fitted curve in the direction sought with a large enough effect; inconclusive = small, poorly fitted or top-dose-only effect, or another doubt; inactive = no such curve, though single readings can be large; an effect the other way counts as inactive or inconclusive. Potency is the fitted concentration of half-maximal effect.

Every second line gives: TrxR1 inh	Vif-A3G inh	TrxR1 substrate	Vif-APOBEC3F blk	USP1-UAF1 inh	IDH1 R132H inh	RXFP1 ag	12-LOX inh	RGS4 inh
- O=C(NCc1ccc(Cl)cc1)c1ccc(CNS(=O)(=O)c2ccc(F)cc2)cc1
→ 24.9%[57.1 µM]	0.2%	1.8%[57.1 µM]	0.8%	-0.3%	2.6%	2.2%	5.1%&0.0%	7.6%
- O=C(C1CCC(N2C(=O)C3CC=CCC3C2=O)CC1)N1CCCCC1 (stereo not drawn)
→ 24.3%	1.9%	11.4%	-0.6%	-16.6%	1.4%	0.3%	7.9%[57.4 µM]	10.6%
- Clc1ccc(CNC23CN4CN(CN(C4)C2)C3)c(Cl)c1
→ 5.2%	1.4%	-0.2%	5.1%	-6.8%	-3.8%	0.5%	-10.5%	5.3%
- CC(C)C[C@H](NC(=O)c1nc[nH]c1C(=O)N1CCc2ccccc2C1)C(=O)OC(C)(C)C
→ -5.3%	0.0%	-11.0%	2.5%	u	13.0%	0.0%	-6.1%	6.6%
- COc1ccccc1C(=O)N/C(=C\c1ccccc1)C(=O)NC(Cc1ccccc1)C(=O)O (stereo not drawn)
→ 12.6%	6.0%	0.2%	2.8%	u	0.3%	2.0%	-15.4%	-1.0%
- Cc1ccc(CCNC(=O)CNS(=O)(=O)c2ccc3nc(C)sc3c2)cc1
→ 10.6%	1.1%	-4.5%	0.8%	-15.4%	-2.1%	0.4%	-19.3%	7.5%[56.9 µM]
- CC1CCCCN1CCNC(=O)C1CCN(S(=O)(=O)N2CCCCC2)CC1 (stereo not drawn)
→ 17.4%	-1.8%	12.9%	-12.9%	-23.2%	3.1%	0.2%	7.5%	15.7%
- CC(C)n1cc(/C=C2/NC(=O)NC2=O)c2ccccc21
→ 5.3%	-10.2%	-5.8%	0.3%	-21.4%	10.4%	0.3%	u	-20.7%
- CCOC(=O)c1cnc2c(C)c(Cl)ccc2c1N1CCOCC1
→ 3.8%	-1.9%	8.9%	5.6%	-21.5%	14.5%	2.0%	-25.9%	1.4%
- CC1CCc2cc(F)ccc2N1C(=O)CSc1nnc2c3cc(F)ccc3n(C)c2n1 (stereo not drawn)
→ 15.9%	1.3%	4.6%	0.9%	-18.1%	-4.5%	-0.2%	0.1%	3.7%
- Cc1ccc(S(=O)(=O)N2CCCOC2CNC(=O)C(=O)NCCCn2ccnc2)cc1 (stereo not drawn)
→ -13.1%	1.9%	-7.2%	-8.7%	-5.3%	-2.2%	-3.0%	-2.3%	-20.9%
- Cc1ccccc1OCC(=O)NCCc1nc2ccccc2[nH]1
→ -4.5%	-0.1%	-10.1%	-1.5%	-8.9%	-2.0%	1.6%	-16.3%	-18.7%
- c1ccc(C2=NC(c3ccccc3)CC2)cc1 (stereo not drawn)
→ x	-4.3%	x	-2.2%	-22.7%	3.7%	x	0.1%	x
- Cc1cccc(NC(=O)c2ccc3[nH]c(=O)c(=O)[nH]c3c2)n1
→ -4.1%	0.6%	-2.8%	-2.3%	-16.1%	-1.8%	3.8%	-11.3%	13.6%
- O=[N+]([O-])c1ccc(/C=[N+](\[O-])CCO)o1
→ u	-2.0%	-3.4%[57.1 µM]	-6.7%	-31.2%	-11.0%	-0.5%	u	6.2%
- COc1ccccc1/C=C(/C(=O)OCC(=O)Nc1ccc(N(C)C)cc1)c1ccccc1
→ 2.8%	-22.8%	-7.5%	-5.7%	-0.5%	4.3%	0.1%	10.3%	-1.3%
- CCOC(=O)c1c(C(C)(C)C)oc2ccc(O)cc12
→ 3.7%	-11.8%	-7.1%	x	-24.8%	6.1%	-1.2%	x	-22.0%
- O=C(c1ccccc1)N1CCCCCC1
→ -15.0%	0.1%	-12.8%	4.6%	-16.4%	3.7%	4.3%	-13.6%	-12.6%
- Cc1cccc(-c2nc(S(=O)(=O)c3ccccc3)c(N3CCOCC3)o2)c1
→ u	-7.9%	-5.4%	2.1%	-4.4%	2.2%	0.4%	1.6%	1.2%
- O=C(NCc1ccco1)C1CCCN(S(=O)(=O)c2cccc3cccnc23)C1 (stereo not drawn)
→ -17.5%[57.1 µM]	1.6%	-2.2%[57.1 µM]	-3.8%	-7.5%	1.7%	1.6%	6.4%[57.4 µM]	-9.9%
- Cc1ccc(/C=N/NC(=O)Cc2cccs2)o1
→ -5.4%	-2.0%	-6.6%	-4.9%	-6.0%	-8.9%	-1.4%	-14.8%	-18.0%
- CCOC(=O)N1CCC(NC(=O)CN2C(=O)CSc3ncccc32)CC1
→ 17.5%	0.0%	-1.9%	2.8%	-17.2%	3.0%	2.6%	8.0%	-2.6%
- CC1CCCN(S(=O)(=O)c2ccc(S(=O)(=O)N3CCCN(Cc4ccccc4)C3)cc2)C1 (stereo not drawn)
→ 27.1%	-0.3%	5.8%	1.0%	-13.1%	2.0%	0.5%	-13.2%	-24.4%
- O=C(O)Cn1c(SCCOc2ccccc2F)nc2ccccc21
→ 16.3%[57.1 µM]	0.4%	-1.3%[57.1 µM]	-13.0%	-21.7%	-2.8%	0.0%	u	-27.2%[11.4 µM]
- CCOc1ccccc1NC(=O)CN1CCN(S(=O)(=O)c2ccc(Br)cc2)CC1
→ 6.8%	1.5%	-6.6%	-0.8%	-3.3%	0.0%	-3.7%	u	-6.1%
- COc1cccc2sc(N(CCCN(C)C)C(=O)COc3ccc(Cl)cc3)nc12
→ 10.6%	-0.2%	-1.5%	-0.4%	-24.1%	-5.2%	0.0%	u	24.1%
- C=CCn1c(O)c(C(CC)=NCCN2CCOCC2)c(=O)[nH]c1=O
→ -22.6%	0.5%	0.7%	-1.1%	-21.0%	4.4%	0.4%	-18.9%	-30.1%
- O=C(Nc1ccc(OC(F)(F)F)cc1)c1[nH]ncc1[N+](=O)[O-]
→ 12.5%	-2.0%	-9.4%	-2.0%	-2.6%	-3.9%	0.2%	-3.8%	15.9%
- CCC(CO)NC(=O)C(=O)Nc1c2c(nn1-c1ccc(F)cc1)CSC2 (stereo not drawn)
→ 14.0%[57.1 µM]	-0.2%	0.9%[57.1 µM]	2.4%	-12.1%	-5.5%	0.5%	-3.5%	6.4%
- O=C1Nc2cccnc2Sc2ccccc21
→ 30.6%	0.5%	7.3%	-0.3%	-9.1%	3.6%	1.3%	u	-8.1%

Later entries.
Every second line gives: TrxR1 inh	Vif-A3G inh	TrxR1 substrate	Vif-APOBEC3F blk	USP1-UAF1 inh	IDH1 R132H inh	RXFP1 ag	12-LOX inh	RGS4 inh
- O=C(N/N=C/c1ccsc1)c1cc(O)cc(O)c1
→ 8.5%[57.1 µM]	0.2%	5.5%[57.1 µM]	6.7%	-16.8%	1.7%	1.5%	-24.2%	18.5%
- CC(=O)NCCC(=O)Nc1sc2c(c1-c1nc3ccccc3[nH]1)CCCC2
→ -2.1%	-4.2%	37.9%[activator]	6.0%	-11.1%	3.2%	-1.2%	332.1%[activator]	-4.4%
- OC(COc1ccc2ccccc2c1Br)Cn1ccnc1 (stereo not drawn)
→ -5.4%	-0.2%	-9.6%	-1.8%	-14.9%	2.7%	5.0%	362.1%[activator]	-19.2%
- CC(=O)Nc1ccc(NC(=O)CS(=O)(=O)c2cn(CC(=O)N3CCC(C)CC3)c3ccccc23)cc1
→ -9.0%	2.5%	-1.8%	1.5%	-16.7%	-1.6%	x	336.9%[activator]	-15.1%
- O=c1[nH]nc(SCc2ccccc2)n1C1CC2C=CC1C2 (stereo not drawn)
→ 32.0%[57.1 µM]	-5.3%	-14.1%[57.1 µM]	-16.2%	-8.6%	7.8%	2.3%	217.9%[activator]	-13.1%
- CN(C)C(CNC(=O)CCc1c[nH]c2ccccc12)c1ccccc1 (stereo not drawn)
→ -6.6%[57.1 µM]	-0.8%	7.1%[57.1 µM]	0.5%	3.0%	-2.9%	-1.5%	x	17.4%
- O=C(NN=C1CCN(Cc2ccccc2)CC1)c1cc2ccccc2cc1O
→ -13.1%	0.7%	-2.5%	-27.1%	-7.5%	3.4%	0.2%	-7.5%	-35.0%
- CC1CN(C(=O)COC(=O)c2ccc(O)cc2)CC(C)O1 (stereo not drawn)
→ 29.4%	-0.7%	4.6%	3.0%	-4.6%	4.5%	-0.2%	-15.7%	-4.9%
- CCOC(=O)C1CCCN(C(=O)c2ccc3c(c2)N(Cc2ccc(Cl)cc2)C(=O)c2ccccc2S3=O)C1 (stereo not drawn)
→ 5.2%	-0.5%	-5.3%	5.7%	-20.9%	-11.0%	-0.5%	-21.5%	7.8%

Three of the entries above in order of their number in USP1-UAF1 inh, ascending:
Molecule	USP1-UAF1 inh
OC(COc1ccc2ccccc2c1Br)Cn1ccnc1 (stereo not drawn)	-14.9%
O=C(NN=C1CCN(Cc2ccccc2)CC1)c1cc2ccccc2cc1O	-7.5%
CN(C)C(CNC(=O)CCc1c[nH]c2ccccc12)c1ccccc1 (stereo not drawn)	3.0%

From PubChem BioAssay

Only part of the results is shown; the hit share may differ from the screen's.
